Compound activity as filed in PubChem.
GSIS activator – GLuc luminescence reporter in INS-1E cells, primary screen for activators of glucose-dependent secretion of insulin | INS-1E GLuc reporter insulin secretion, 2-3 h | activation, % at 16.6 µM | 370,000 tested, 0.61% active | AID 743287;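 active = lowest replicate activation of at least 40%, so every replicate reaches that level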;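 also: 0% = median of neutral control wells and 100% = median of IBMX positive control wells; some compounds called inactive have numbers as strong as hits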
PglD DTNB – inhibitors of Campylobacter jejuni PglD acetyltransferase. purified PglD enzyme, DTNB colorimetric CoA detection. 360,000 tested, 0.098% active. inhibition, % at 12.5 µM; in the data active = inhibition above about 16%, passing the limit was not always enough; inconclusive = no clear call, values can overlap the other calls; also: strong numbers were not always called active
LGR2 inh – Drosophila LGR2 receptor signaling inhibition; 380,000 tested, 0.35% active; AID 720647; inhibition, % at 9.99 µM; HEK293 LGR2, CRE-luciferase, bursicon-stimulated, 4 h;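 active = drop in luminescence signal, shown as inhibition above about 50% in the replicate tests, limit read from the data, passing the limit was not always enough; inconclusive = probably only some replicates passing the limit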;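 also: agonist challenge used bursicon conditioned medium at about half maximal strength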
ARNT TACC3 PPI – ARNT/TACC3 interaction disruption | AlphaScreen His-ARNT PAS-B/GST-TACC3 binding, luminescence; TACC3 fragment carries E629A point mutation | 390,000 tested, 0.66% active | inhibition, % at 9.99 µM;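 active = mean inhibition of replicates at least 50% and at least half of replicates each reaching 50%; inconclusive = half or more replicates reach 50% but mean below 50%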;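 also: 0% = complete ARNT plus TACC3 wells and 100% = ARNT alone without TACC3; many hits fall short of the cut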
Cneo AK release – Cryptococcus neoformans lysis via adenylate kinase release; C. neoformans lysis, adenylate kinase release luminescence, 4 h; normalised: neutral wells 0, clomiphene wells 100; lysis activity, % at 15 µM; 360,000 tested, 0.2% active; AID 651654;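 active = mean lysis activity across replicates of at least 80%, whatever share of replicates individually reach that level; inactive = mean lysis activity below 80%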
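Test system: log-phase Cryptococcus neoformans yeast cells. Input: 5 × 10^6 yeast cells/mL. Medium: fresh YPD growth medium. Doses: single dose. Incubation: static 4 h at 37 °C with compound, 1 h detection. Measured by: luminescent adenylate kinase detection reagent. Read-out: signal increase indicating cell lysis. Benchmarks: Clomiphene.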
PAX8 reporter – inhibitors of PAX8 transcriptional activity in RMG-I cells; inhibition, % at 12.6 µM; RMG-I TPO-luciferase reporter, SteadyGlo, 24 h; 360,000 tested, 1.2% active; AID 652154;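 active = mean replicate inhibition at least 60% with every replicate also reaching 60%; inconclusive = only one of the two criteria is met; inactive = mean below 60% and not all replicates reaching 60%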;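 also: luciferase light reporting Pax8 driven TPO promoter activity; plate controls were median of neutral control wells for no effect and mitoxantrone controls for full effect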
C2C12 statin – suppression of simvastatin myotoxicity | C2C12 myotubes + simvastatin, ATP luminescence, 48 h; scaled: DMSO 0, geranylgeraniol control 100 | rescue of ATP level, % at 7.49 µM | 330,000 tested, 0.78% active;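 active = mean ATP rescue above about 67%, or every replicate alone reaching that limit, limit read from the data, passing the limit was not always enough; inconclusive = no clear call, values can overlap the other calls; inactive = mean under the limit and some replicate under it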;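 also: myotubes were challenged with 10 µM simvastatin during compound exposure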
PGC1a acetyl inh – lowers PGC1a acetylation signal in U2OS cells | AlphaScreen anti-acetyl-lysine; with virally co-expressed GCN5 acetyltransferase | 350,000 tested, 0.17% active | AID 651687 | inhibition, % at 15.6 µM;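 active = every replicate shows inhibition of at least 40%; inconclusive = mean inhibition at least 40% but some replicate below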;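 also: 0% = neutral control wells and 100% = positive control wells; some results beyond the cut were filed as inactive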
Active calls of the source: *; ? = inconclusive; . = no result given; & = joins results of further samples.

The line under a structure holds: GSIS activator	PglD DTNB	LGR2 inh	ARNT TACC3 PPI	Cneo AK release	PAX8 reporter	C2C12 statin	PGC1a acetyl inh
O=[N+]([O-])c1cccc(NC(=S)N2CCOCC2)c1
→ 13.1	.	6.2	-2.0	.	7.1	.	2.0
COc1cccc(NC(=O)CN(C)C(=O)c2ccccc2CCc2ccccc2)c1
→ -38.9	-2.6	5.4	-24.1	1.7	14.2	-5.4	.
CCCCN(C(=O)C1CCC1)c1c(N)n(Cc2ccccc2)c(=O)[nH]c1=O
→ .	2.6	-10.6	-16.1	1.0	-11.7	2.6	.
CN(Cc1c(C(=O)N/N=C/c2cccc(F)c2)nnn1-c1nonc1N)c1ccccc1
→ -1.0	-2.7	-6.2	18.5	-1.0	12.8	-40.0	-2.8
CC=Cc1ccc2n(c1=O)C[C@@H]1[C@@H](CO)[C@H](C(=O)NC3CCC3)[C@H]2N1Cc1cccnc1 (mixture of isomers)
→ 21.9	0.8	-16.7	-4.3	-2.1	.	-11.5	.
O=C(CNc1cccc(C(F)(F)F)c1)N/N=C/c1cn(-c2ccccc2)nc1-c1ccccc1
→ 12.1	.	-31.5	0.3	.	14.3	.	.
Cc1ccc(S(=O)(=O)N(C)C[C@H]2OCCCC[C@H](C)Oc3ccc(NS(=O)(=O)c4ccc(Cl)cc4)cc3C(=O)N([C@H](C)CO)C[C@@H]2C)cc1
→ 15.8	0.6	10.8	15.3	-1.0	81.5*	-0.3	5.2
COc1ccc(CNC(=O)CCc2c[nH]c3ccccc23)cc1
→ 13.8	-7.0	-2.6	3.1	1.0	9.8	11.6	.
C[C@@H]1CN([C@@H](C)CO)C(=O)Cc2cc(NC(=O)Nc3ccc(F)cc3)ccc2O[C@@H]1CN(C)Cc1ccc2c(c1)OCO2
→ -21.6	2.0	10.1	14.1	2.2	32.4	-4.3	0.8
Cc1nc2nc(C)c(NS(=O)(=O)c3ccc(CC(C)C)cc3)c(=O)n2[nH]1
→ -18.1	-0.4	-12.9	-3.6	-0.9	-6.5	-8.5	10.2
COCC(=O)Nc1ccc2c(c1)OC[C@@H](C)N(CC1CC1)C[C@@H](C)[C@@H](OC)CN(C)C2=O
→ 0.6	1.5	17.9	-6.3	-0.7	-6.9	-5.7	-2.7
CCOc1cc(C=O)ccc1OCCSc1ccc(C)cc1
→ -1.0	9.5	-8.9	-19.3	-6.1	.	52.1	-12.7
O=C(NCc1ccco1)C(c1cccs1)N(Cc1ccccc1)C(=O)Cn1nnc2ccccc21 (stereo not given)
→ -19.9	0.0	-10.4	-25.8	2.2	.	19.1	-1.0
Cc1ccc(S(=O)(=O)CC(=O)c2ccc3c(c2)OCCO3)cc1
→ -2.6	.	-30.0	-0.8	.	-32.4	.	.
Cc1cc2cc3c(cc2nc1SCC(=O)OC(C)C)OCCO3
→ -1.0	.	.	-17.0	-0.9	.	7.8	-95.3
NS(=O)(=O)c1ccc(NC2=CC(=O)C(=O)c3ccccc32)cc1
→ .	2.6	14.2	27.2	0.7	9.7	26.4	.
COc1ccccc1C1C=C(c2ccccc2)Nc2nnnn21 (stereo not given)
→ .	-2.6	.	1.8	-7.7	.	4.3	1.5
O=C(Nc1ccc2c(c1)OCO2)c1cc(Cl)ccn1
→ 9.0	3.9	-53.9	3.5	11.6	-275.3	-2.2	12.2
CC(C)NC(=O)N(C)C[C@@H]1OCCCC[C@H](C)Oc2ccc(NC(=O)Nc3ccc4c(c3)OCO4)cc2C(=O)N([C@@H](C)CO)C[C@H]1C
→ -1.1	2.8	16.1	-4.3	-0.7	-11.8	.	-4.9
COc1ccccc1Sc1nc(-c2ccccc2)ncc1OC
→ 5.6	.	9.9	-8.6	.	14.6	.	-15.4
C/C(=N\NC(=O)c1nnn(-c2nonc2N)c1CN(C)c1ccccc1)c1cccnc1
→ -5.5	8.4	0.2	-5.0	0.6	-31.2	-17.7	.
CN=C1N(C)C[C@@H]2[C@@H]3C(=O)N(C)C(=O)[C@@H]3[C@](Cc3ccccc3)(C(=O)OC)N12
→ .	-3.5	.	-8.3	-0.4	.	4.3	2.1
COc1ccc(NC(=O)CCCN2C(=O)/C(=C\c3ccco3)SC2=S)cc1
→ -21.8	-1.8	0.5	12.3	2.0	3.0	.	13.3
O=C(O)C(Cc1ccc(O)cc1)N1C(=O)c2c(Cl)c(Cl)c(Cl)c(Cl)c2C1=O (stereo not given)
→ -8.9	12.3	-0.1	-15.3	6.1	2.2	-9.4	6.5
Cn1c(SCC(=O)NC2CCCCCC2)nnc1-c1cccs1
→ 16.6	-1.5	3.7	-10.1	3.2	.	11.9	-0.9
O=C1N/C(=C/c2cccn2-c2ccccc2)C(=O)N1Cc1ccc(F)cc1
→ 3.9	0.5	29.2	-11.4	-0.5	3.2	-39.1	-1.0
Cc1cc(C)cc(C(=O)OCC(=O)N2CCCCCC2)c1
→ -14.7	2.3	-6.4	-1.4	-1.3	-15.4	19.6	10.6
COc1ccc(-c2nc(NC(=O)c3cc(C(C)(C)C)nn3C)sc2C)cc1
→ .	1.9	.	3.2	-3.4	.	-93.5	-14.8
O=C(NCCc1ccccc1)c1n[nH]c(=O)c2ccccc12
→ -0.5	-4.0	2.8	9.9	-1.6	-75.3	1.3	6.5
COc1ccc(/C=N/NC(=O)c2ccncc2)cc1CN1CCOCC1
→ -3.2	.	-12.0	-7.0	.	5.2	1.1	-3.0
COc1cccc(S(=O)(=O)N(C)C[C@H]2Oc3ncc(C#CCN(C)C)cc3C(=O)N([C@H](C)CO)C[C@H]2C)c1
→ 10.5	-3.8	-8.3	8.2	-0.4	.	-12.8	10.7
C[C@H](CO)N1C[C@H](C)[C@H](CN(C)Cc2ccc(C(=O)O)cc2)Oc2ccc(NS(=O)(=O)c3ccc(F)cc3)cc2CC1=O
→ 8.2	2.3	-0.8	0.5	-3.2	.	-16.7	10.6
COC(=O)CCCCCN1C(=O)NC(C2CC2)C(C(=O)OCc2ccccc2)=C1C (stereo not given)
→ -37.4	3.7	12.8	.	2.2	-13.0	-8.6	.
COc1cc(C(=O)O)cc(OC)c1OCc1cc(C(=O)O)oc1C
→ .	3.2	.	-8.7	2.8	.	-2.2	1.5
COc1ccc(OC)c(NC(=O)CSc2nnnn2C2CCCC2)c1
→ 32.4	-6.1	16.8	1.5	-3.6	-5.6	2.7	.
O=C(c1ccc(Cl)c(S(=O)(=O)N2CCOCC2)c1)N(Cc1nnc(-c2ccccc2Cl)o1)C1CC1
→ -17.5	-5.8	0.3	-26.2	2.6	0.4	-9.1	14.6
COCCNC(=O)C(c1ccco1)N(C(=O)Cn1nnc2ccccc21)c1ccc(C)cc1C (stereo not given)
→ .	2.2	.	0.7	0.7	.	26.6	1.6
Cc1ccc(S(=O)(=O)NC(=O)NC(C)(C)C)cc1
→ .	0.2	.	-4.2	-4.1	.	4.7	1.4
CN(C)CCSc1nc2cc(S(=O)(=O)N3CCCCC3)ccc2o1
→ -3.0	0.5	-13.0	2.0	1.4	0.0	37.5	-10.3
O=C(CCCCCn1c(=O)[nH]c2ccccc2c1=O)N1CCN(Cc2ccc3c(c2)OCO3)CC1
→ .	1.4	.	5.5	-0.7	.	-34.0	2.6
CN1C(=O)c2cc(NC(=O)Cc3cccs3)ccc2OC[C@@H]2O[C@@H](CC(=O)NCC3CCCCC3)CC[C@H]21
→ -12.5	1.9	8.5	-4.5	2.5	-15.6	4.8	-0.8
C[C@H]1CN([C@@H](C)CO)S(=O)(=O)c2ccc(/C=C/c3ccccc3)cc2O[C@@H]1CN(C)Cc1cncnc1
→ -21.4	1.2	8.7	41.8	-4.8	?	-92.1	-6.6
C[C@H](CO)N1C[C@H](C)[C@@H](CN(C)Cc2ccc(C(=O)Nc3ccccc3N)cc2)Oc2ccc(NS(=O)(=O)c3cccs3)cc2CC1=O
→ 8.0	-3.8	-24.5	-2.5	-0.3	16.4	-26.3	-3.5
COCC(=O)N[C@H]1CC[C@@H](CC(=O)NCc2ccccc2OC)O[C@@H]1CO
→ 3.2&-1.7	-2.1	-14.6&-33.3	-7.0	-0.1	1.6&-1.1	12.3	-1.1
COc1cc(C(c2c(C)[nH][nH]c2=O)c2c(C)[nH][nH]c2=O)cc(Cl)c1O
→ -12.4	0.9	-9.1	-4.4	4.3	24.7	42.3	10.7
CCC(C)N(C(=O)COC(=O)c1cc([N+](=O)[O-])ccc1N1CCOCC1)C1CCS(=O)(=O)C1 (stereo not given)
→ 32.0	-7.6	-41.7	0.0	-0.7	.	7.3	.
CC(C)CN(C(=O)COc1ccc(C(C)(C)C)cc1)C1CCS(=O)(=O)C1 (stereo not given)
→ -6.3	4.5	-14.2	-11.2	1.7	-4.8	-13.2	.
CN(C)C(=O)C[C@@H]1CC[C@@H]2[C@@H](COc3ccc(NC(=O)Nc4cccc(Cl)c4)cc3C(=O)N2C)O1
→ -7.9	-1.3	-2.9	-1.8	-2.3	-5.9	-22.7	4.7
C[C@H](CO)N1C[C@H](C)[C@@H](CN(C)C(=O)c2ccccn2)Oc2cc(Br)ccc2S1(=O)=O
→ -7.9&16.6	0.5&3.5	-1.1&-21.7	-6.7	0.7&-1.3	2.9	-4.1	16.0&2.9
CCCC(=O)Nc1ccc2c(c1)nc1n2CCN(CCOC)C1
→ -8.4	0.8	21.4	-1.2	-15.5	-13.3	3.8	-11.2
Cc1ccc(-c2ccc([C@@H]3[C@@H](CO)N4CCCCN(C(=O)c5ccncc5)C[C@H]34)cc2)cc1
→ 7.0	-2.6	-17.9	-0.5	0.0	-24.7	.	14.9
COc1ccc(S(=O)(=O)Nc2ccc3c(c2)C(=O)N([C@H](C)CO)C[C@@H](C)[C@H](CN(C)S(=O)(=O)c2ccc(Cl)cc2)O3)cc1
→ -7.6	4.5	3.6	19.1	1.1	11.5	-15.1	-5.7
CO/N=C/c1c(-c2ccccc2)nn(C)c1Cl
→ 8.8	.	-24.1	.	.	0.6	-0.8	41.1
Cc1ccc(-n2nc3c(=O)n(CCCC(=O)NCc4ccccc4Cl)nc(C)c3c2C)cc1
→ -14.3	2.8	-2.3	5.4	1.2	35.1	-7.1	12.0
Cc1ccc(NC(=O)CN(C)CC(=O)Nc2ccccc2C#N)cc1
→ -26.6	3.8	19.7	-1.8	-0.6	-4.6	0.1	34.9
CC(CCc1ccc(O)cc1)NCc1ccc(Cl)cc1Cl (stereo not given)
→ -7.2	2.1	-3.9	19.7	6.6	-4.3	50.8	3.0
O=C(Cc1cccc(C(F)(F)F)c1)OCC(=O)N1CCN(S(=O)(=O)c2ccc(Cl)cc2)CC1
→ -12.7	3.6	-1.7	3.3	7.7	9.4	2.3	.
C[C@@H]1CN([C@H](C)CO)C(=O)Cc2cc(NC(=O)CCN3CCOCC3)ccc2O[C@@H]1CN(C)S(=O)(=O)c1ccccc1
→ 12.0	-0.8	5.6	0.5	-2.5	-2.2	2.4	8.4
NC(=O)C1CCN(c2oc(-c3ccccc3F)nc2S(=O)(=O)c2ccc(Cl)cc2)CC1
→ 7.3	1.2	-9.9	-10.9	0.0	.	.	-3.8
